# HIV RNase H inh: inhibitors of HIV-1 reverse transcriptase RNase H. P04585. RT-RNase H RNA/DNA duplex cleavage, fluorescence. AID 565. inhibition, % at 10 µM. 1.9% of 65,000 active; in the data active means inhibition above about 50%
# RmlC RmlD mix: inhibitors of RmlC and RmlD coupled enzymes | RmlC/RmlD coupled enzyme inhibition, 384-well mixture HTS | inhibition, % at 5.5 µM | 0.39% of 110,000 active | AID 1532; in the data active means inhibition above about 30%, passing the limit was not always enough; further: strong numbers were not always called active
# * hit, by the source's call; x = no result given. Some of the compounds tested. The share of hits here may be higher or lower than overall.
compound	HIV RNase H inh	RmlC RmlD mix
COc1cccc2cc(C(=O)n3ccc(C)n3)c(=O)oc12	-2.5	49.6
COc1cc2c(cc1OC)C(c1ccsc1)CC(=O)N2 (centres undefined)	-32.1	-8.8
Cc1cccc(N(CC(=O)N2CCOCC2)S(C)(=O)=O)c1C	x	5.4
CSc1nc(N)nc(SCC(=O)Nc2ccc(Cl)cc2)c1C#N	x	7.0
C=CCNC(=O)c1onc(CSc2cccc(OCC)c2)c1C(=O)O	x	6.2
O=C(COc1ccc(S(=O)(=O)N2CCCC2)cc1Cl)N1CCN(c2ccccc2)CC1	0.8	10.4
Cc1cc(/N=C/C=C2\N(C)c3ccccc3C2(C)C)n(CCC#N)n1	-22.3	5.1
CCCSc1nnc(Cn2c(=O)sc3ccccc32)n1-c1ccccc1	-15.8	7.5
CCCCN1CC(COc2ccccc2)OC1=O (centres undefined)	4.9	4.8
O=C(c1ccco1)N1CCN(C(c2coc3ccc(Cl)cc3c2=O)c2nnnn2C2CCCC2)CC1 (centres undefined)	x	-9.1
CCCCN1C(=O)NC(=O)C2(Cc3cc(C)ccc3N(C)C2)C1=O (centres undefined)	1.5	21.5
COc1ccc(-c2n[nH]c(C)c2-c2cnn(-c3ccccc3)c2)c(O)c1	-9.6	6.0
COc1ccc(CCNC(=O)CSc2cc(=O)[nH]c(N)n2)cc1OC	-1.3	-45.8
CC(C)c1nc2oc3c(NCc4ccccn4)ncnc3c2c2c1COC(C)(C)C2	-3.6	x
OCCN1C2CCC1CC(O)(c1ccc(F)cc1)C2 (centres undefined)	-1.6	-8.5

# Among those listed so far, these contain an aryl thioether with sulfur outside any ring:
compound	HIV RNase H inh	RmlC RmlD mix
CSc1nc(N)nc(SCC(=O)Nc2ccc(Cl)cc2)c1C#N	x	7.0
C=CCNC(=O)c1onc(CSc2cccc(OCC)c2)c1C(=O)O	x	6.2
CCCSc1nnc(Cn2c(=O)sc3ccccc32)n1-c1ccccc1	-15.8	7.5
COc1ccc(CCNC(=O)CSc2cc(=O)[nH]c(N)n2)cc1OC	-1.3	-45.8

# Further structures
compound	HIV RNase H inh	RmlC RmlD mix
COc1ccc(/C=C/C(=O)NCC(=O)N/N=C/c2cc(Br)ccc2OC)cc1	x	7.3
COc1ccccc1NC(=O)CCC(=O)Nc1ccccc1OC	2.7	-0.3
CCc1nc2sc3c(c2c(=O)o1)CCCC3	-35.9	x
CCOc1ccc(C2c3c(oc4ccccc4c3=O)C(=O)N2CCCN2CCOCC2)cc1 (centres undefined)	7.5	4.6
COCCN1C(=O)C(=O)/C(=C(/O)c2ccc(OC(C)C)cc2)C1c1cccnc1 (centres undefined)	-3.1	7.0
CCCN(CCC)c1nc(N)c(C#N)c(CC#N)c1C#N	x	-7.4
CSc1nc2n(n1)C(c1cccc(F)c1)C(C(=O)Nc1ccc(C)cc1C)=C(C)N2 (centres undefined)	x	3.5
CC1(C)Cc2cccc(OCC(=O)N3CCN(S(=O)(=O)c4ccccc4)CC3)c2O1	-46.9	4.6
C=C1CCN([C@@H](Cc2ccccc2)C(=O)NCc2ccc(Cl)c(Cl)c2)S(=O)(=O)c2ccccc21	x	-3.0
N#CC1=C(N)NC(SCC(=O)c2ccc(Cl)cc2)=C(C#N)C12CCCC2	x	-58.3
CCCNc1nc(C)cc(-c2cc(-c3ccc(Cl)cc3)on2)n1	x	-14.3
COc1cc2c(cc1OC)-c1nnnn1C(C)(C)C2	-3.6	6.3
Cc1c(NC(=O)/C=C/C(=O)O)cccc1[N+](=O)[O-]	x	-5.9
CCOC(=O)COc1nc(C)c(Br)c(OC)n1	-8.6	-12.5
COc1nc(-c2ccccc2Cl)ccc1C#N	x	4.8
CCN(CC)CCC(c1cc(OC)c(OC)c(OC)c1)c1c(OC)cc(OC)c2c(-c3ccccc3)cc(=O)oc12 (centres undefined)	x	3.8
Cc1cc2cc(CN(Cc3ccc4c(c3)OCO4)C(=O)c3ccco3)c(=O)[nH]c2cc1C	5.8	12.3
CCOC(=O)N1CCC(NC(=O)C2CCCCN2S(=O)(=O)c2ccc(F)cc2)CC1 (centres undefined)	-10.8	1.1
Nn1c(Cc2cccc3ccccc23)nnc1SCC(=O)NC1CCS(=O)(=O)C1 (centres undefined)	4.7	4.5
CCOC(=O)Cc1c(C)nc2cc(-c3ccc(C(C)(C)C)cc3)[nH]n2c1=O	x	0.5
Brc1ccc(OCCOCCN2CCOCC2)cc1	3.9	-13.3
Cc1nnc(SCc2cccc(Oc3ccccc3)c2)n1N	-12.3	-6.6
CN(C)S(=O)(=O)c1ccc(C(=O)Nc2cccnc2)cc1	x	-10.8
COc1ccc(-c2oc(NC(=O)CSc3nncn3C)c(C#N)c2-c2ccc(OC)cc2)cc1	x	-9.4
CC(=O)NCCNC(=O)CCNC(=O)c1ccc(Cl)cc1	x	1.4
Cc1ccc(NC(=O)CSc2nnc(-c3ccncc3)n2C)cc1C	6.1	5.6
COc1ccccc1C1CC(=O)NC(C)=C1C(=O)OCC1CCCO1 (centres undefined)	-4.0	-16.6
Cn1nc(C(F)(F)F)cc1C(=O)NC1CCCCCC1	x	-9.3
Cc1nn(Cc2ccccc2)c2c1C(c1cccc(Cl)c1)C(C#N)=C(N)O2 (centres undefined)	x	2.1
CS(=O)(=O)N(CC(=O)NCc1ccccn1)Cc1ccc(Cl)cc1	3.7	-9.1
Cc1cccc(NC(=O)c2cc(N3CCOCC3)nc3ccccc23)c1	-0.3	19.4
O=C(COc1ccc(Br)cc1)c1ccc2c(c1)CCCC2	x	-2.0
O=C(Nc1ccccc1)N1CCN(c2ccc(F)cc2)CC1	x	-1.4
Cc1cc(Cl)ccc1OCC(=O)OC(C)C(=O)N(C)C (centres undefined)	-11.0	x
CC1(c2nnc(Cc3ccccc3)o2)CC(c2ccc([N+](=O)[O-])cc2)=NO1 (centres undefined)	x	3.4
COC(=O)c1[nH]c2cc(OC)c(OC)cc2c1NC(=O)Oc1ccccc1	x	10.6
CC1=CC(C)(C)N(C)C(=O)N1c1ccc(Cl)cc1	x	5.7
Cc1cc([N+](=O)[O-])cnc1NC(C)c1ccccc1 (centres undefined)	x	-4.6
COC(=O)c1c(NC(=O)CN2CCCC(C)C2)c2c(C)cccc2n1C (centres undefined)	-0.1	79.7
CCN(Cc1ccccc1)C(c1cccs1)c1nnnn1C1CCCCC1 (centres undefined)	4.0	0.9
CC(=O)C1=C(C)N(Cc2ccco2)C(=O)C1(NC(=O)C1CCCCC1)C(F)(F)F (centres undefined)	x	10.9
CC1CN(C(NC(=O)C(C)(C)C)C(Cl)(Cl)Cl)CC(C)O1 (centres undefined)	x	5.6
Cc1ccc(N2C(=O)c3ccc(C(=O)N4CCOCC4)cc3C2=O)cc1C	x	-0.1
COc1ccc(S(=O)(=O)N2CCCC(C(=O)NCc3ccccn3)C2)cc1 (centres undefined)	-9.6	6.1
O=C(Nc1cccc(C(F)(F)F)c1)c1cc(-c2ccc(F)cc2)on1	x	-13.5
COc1ccc(OCC(O)Cn2c(=N)n(Cc3ccccc3)c3ccccc32)cc1 (centres undefined)	8.1	9.1
c1ccc(-c2noc(-c3cccs3)n2)nc1	-15.3	-9.7
O=C(CSc1nc2ccccc2s1)NCCOc1ccc(Cl)cc1	x	-4.1
O=C(CN(C(=O)CNS(=O)(=O)c1ccccc1)c1ccc2c(c1)OCCO2)NCc1ccco1	-2.0	12.4
COc1cccc(NC(=O)C(OC(=O)/C=C/c2ccc3c(c2)OCO3)c2ccccc2)c1 (centres undefined)	x	-3.9
CC(O)[C@@H](C(=O)N1CCNCC1)n1cc(CCCCN)nn1 (some centres undefined)	x	-63.3
CCOc1cc2[nH]c(=O)n(CCCC(=O)NCc3ccc(OC)cc3)c(=O)c2cc1OCC	x	-1.9
COc1cccc(-c2cc3c(-n4cccc4)ncnc3o2)c1	x	1.1
COc1ccc(-c2cc(C(=O)Nc3ccccc3SC)no2)cc1	x	20.8
Cc1cccc(Cn2c(C(=O)OC(C)C)cc3c2ccn3C)c1	x	1.4
CSc1ncccc1C(=O)OCC(=O)NC(=O)NCCC(C)C	-16.1	-2.9
COc1ccc(-n2c(O)c(C(C)=NCCCn3ccnc3)c(=O)[nH]c2=O)cc1	x	-13.4
O=C(c1ccccc1F)N(Cc1ccccc1)C1CCS(=O)(=O)C1 (centres undefined)	-5.8	3.2
Cc1cc(=O)oc(C)c1C(=O)NCc1ccc(F)cc1	-3.8	14.1
CSc1cc(-c2ccc(Cl)cc2)c(C(=O)NC(C)C)s1	x	-15.1

# The results go on:
compound	HIV RNase H inh	RmlC RmlD mix
CCCN(CCC)C(=O)COc1cc(=O)n(CC)c2ccccc12	-2.6	4.0
O=C1CSc2ccccc2N1Cc1ccc(F)cc1	-10.1	8.4
COC(C[C@@H](O)CC(=O)[C@@H](C)OCc1ccccc1)OC	x	-6.0
COc1ccc(-c2nnc(SCc3nnc(-c4ccccc4)o3)n2C)cc1OC	-2.5	-6.0
CCNC(=O)C1CC(=O)N(Cc2ccc(F)cc2)C(=Nc2ccc(OC)cc2)S1 (centres undefined)	-13.2	11.8
O=C(CN1CCC(O)(c2ccccc2F)CC1)NCCc1c[nH]c2ccccc12	0.7	-9.2
Nc1nnc(SCC(=O)Nc2ccc3c(c2)OCCO3)s1	x	-22.0
O=C(Nc1ccc(S(=O)(=O)N2CCCCCC2)cc1)C1CCCO1 (centres undefined)	-2.2	-1.3
C=CCn1c(SCC(=O)Nc2sccc2C(N)=O)nc2ccccc2c1=O	x	-1.9
N#Cc1cn(Cc2cccc(Cl)c2)c2ccccc12	-113.0	-18.9
C=C1CCN([C@H](C(=O)NCc2ccc(Cl)cc2)C(C)C)S(=O)(=O)c2ccccc21	x	2.2
C/C(CC(=O)Nc1ccc(N(C)C)cc1)=N\NC(=O)c1ccccn1	x	11.2
O=C(Nc1ccccc1)Nc1ccc(S(=O)(=O)N2CCCCC2)cc1	2.1	-8.1
CCOC(=O)C1=C(C)N=C2SCCC(=O)N2C1c1cc(Br)ccc1OC (centres undefined)	-2.7	-23.5
Cc1ccc(C(=O)Nc2sc3c(c2C(=O)O)CCCCC3)o1	2.3	-10.5
CC(c1nnc(SCC(=O)Nc2ccc3[nH]c(=O)[nH]c3c2)n1Cc1ccccc1)N(C)C (centres undefined)	28.8	-4.2
COc1ccccc1NC(=O)COc1ccc(C(=O)OCC(=O)N(C(C)C)C(C)C)cc1OC	x	-197.4
O=C1c2cccnc2C(O)N1Cc1ccco1 (centres undefined)	-4.4	x
O=C(NCc1ccccc1)c1cc(S(=O)(=O)N2CCC3(CC2)OCCO3)ccc1F	12.2	-18.2
CCN(CC)CCN1C(=O)C(=O)/C(=C(/O)c2c(C)[nH]c(C(=O)OC)c2C)C1c1ccccc1OC (centres undefined)	1.3	10.2
Cc1ccccc1C(=O)NCCSc1ccccc1	x	-22.6
CSc1nnc2c3c4c(sc3c(=O)n(-c3ccccc3)n12)CC(C)(C)OC4	-11.3	5.0
O=C1CC2C(CC(OC(=O)c3ccc(-c4ccccc4)cc3)C2CO)O1 (centres undefined)	x	-7.2
COC(=O)c1cc(-c2ccccc2)c2c(=O)n(C)c(=O)n(C)c2n1	x	-26.6
COC(=O)[C@@H]1C[C@@H]2CC[C@@H](O)C[C@@H]2N1Cc1ccc(Cl)cc1	x	-11.3
Cn1c(=O)n(CCc2ccccc2)c(=O)c2c1nc1n2CCN1c1ccccc1	9.0	x
CC(=O)NC(C)C(c1cccs1)N1CCN(c2ccccc2)CC1 (centres undefined)	-12.8	11.1
CCC(C)NC(=O)c1csc2c1CCCCC2 (centres undefined)	x	54.9
O=C(c1c(Cl)nc2sccn12)N1CCN(c2cccc(Cl)c2)CC1	-3.7	-5.0
O=C(Nc1ccc(S(=O)(=O)N2CCN(c3ccccc3)CC2)cc1)c1cccs1	x	3.5
Cc1ccc(Cn2nnc3c(=O)[nH]c(C4CCN(S(=O)(=O)c5ccc(F)cc5)CC4)nc32)cc1	2.1	x
O=C(CC1CC2CCC1C2)NCc1cccs1 (centres undefined)	2.6	2.8
CCOC(=O)c1c(C)[nH]c(C(=O)O)c1C	-6.2	3.0
O=C(CSc1nnc(-c2ccco2)c(-c2ccco2)n1)Nc1ccccc1	86.5*	8.7
CCCCN(CCCC)c1cn[nH]c(=O)c1Cl	x	-5.0
CCCCCC1CC(CC(C)C(=O)Nc2nncs2)C(=O)O1 (centres undefined)	-14.7	x
Cc1ccc(NC(=O)/C(=C\c2ccc([N+](=O)[O-])cc2)NC(=O)c2ccccc2)cc1	x	-8.9
O=c1ccn([C@@H]2O[C@H](CO)[C@@H](O)[C@H]2O)c(=O)[nH]1	x	5.6
O=C(N/N=C\c1ccc(Cl)cc1Cl)c1sccc1-n1cccc1	x	8.1
Nc1ncnc2c1ncn2[C@H]1C[C@H](O)[C@@H](CO)O1	x	10.9
COc1ccc(OC)c(CNc2ccc(F)c(Cl)c2)c1	x	-11.9
CCCn1nnnc1SCC(=O)Nc1cccc(NC(=O)c2ccco2)c1	x	-0.3
Cc1c(Nc2c3c(c(C#N)c4nc5ccccc5n24)CCC3)c(=O)n(-c2ccccc2)n1C	x	4.1
C(#CC1CCCCC1)c1ccc2c(c1)COc1c3ccccc3nn1-2	x	13.6
Cc1nc(-n2ncc(C#N)c2N)c2c3c(sc2n1)CCC3	x	7.6
CC1=C(C(=O)OCc2ccccc2)C(c2ccccc2OS(=O)(=O)c2ccc([N+](=O)[O-])cc2)NC(=O)N1CCCC(=O)O (centres undefined)	x	3.8
C=CCn1c(SCC(=O)Nc2ccc3c(c2)OCO3)nnc1-c1ccccc1O	-2.2	-8.9
Cc1ccc(C)c(N(CC(=O)Nc2cc(Cl)ccc2Oc2ccccc2)S(C)(=O)=O)c1	x	-9.2
